EPAC1 ag: EPAC1 (human) agonism; 0.073% of 360,000 active; Potency, µM (titrated, usually from 154 µM), for the others: at the highest dose activation, usual class: activators; EPAC1 agonist qHTS, biochemical assay; response scale: 100% = response to 6.5 mM cAMP; AID 720707; note: potency is the fitted concentration of half-maximal effect; nearly all actives have a fitted effect of over 60% in size
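Nucleotide exchange assay: 100 nM EPAC1 with 250 nM Rap1B loaded with BODIPY-GDP and 50 uM GDP, room temperature. Fluorescence (480/540 nm) read every 5 min for 30 min; signal change normalized to 6.5 mM cAMP as full agonist.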
WRN inhibitor: blocks human WRN helicase; Q14191; WRN helicase unwinding, fluorescent forked duplex, kinetic; Potency, µM (doses to about 114 µM), for inactives: at the top dose activity change, negative = inhibition, usual class: inhibitors; 0.46% of 360,000 active; AID 651768; note: potency is the fitted concentration of half-maximal effect; % is set by controls: 0 for no effect and ±100 for the full control effect; nearly all actives have a fitted effect of over 55% in size
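WRN at 20 nM final preincubated with compound 15 min at room temperature; reaction started with 100 nM fluorophore/quencher forked duplex oligonucleotide and 2 mM ATP final. Unwinding followed kinetically by red fluorescence (ex 525, em 598 nm).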
PLK1 PBD block: PLK1 (human) polo-box domain binding inhibition; P53350; Plk1 PBD binding of FITC phosphopeptide, fluorescence polarization; Potency, µM, for inactives: max response, negative = inhibition, most hits filed as inhibitors; 2.8% of 360,000 active; AID 720504; note: potency is the fitted concentration of half-maximal effect; series mostly up to about 57 µM; % is set by controls: 0 for no effect and ±100 for the full control effect; nearly all actives have a fitted effect of over 65% in size
Target sequence (P53350 whole entry, looked up, the tested form may be a part): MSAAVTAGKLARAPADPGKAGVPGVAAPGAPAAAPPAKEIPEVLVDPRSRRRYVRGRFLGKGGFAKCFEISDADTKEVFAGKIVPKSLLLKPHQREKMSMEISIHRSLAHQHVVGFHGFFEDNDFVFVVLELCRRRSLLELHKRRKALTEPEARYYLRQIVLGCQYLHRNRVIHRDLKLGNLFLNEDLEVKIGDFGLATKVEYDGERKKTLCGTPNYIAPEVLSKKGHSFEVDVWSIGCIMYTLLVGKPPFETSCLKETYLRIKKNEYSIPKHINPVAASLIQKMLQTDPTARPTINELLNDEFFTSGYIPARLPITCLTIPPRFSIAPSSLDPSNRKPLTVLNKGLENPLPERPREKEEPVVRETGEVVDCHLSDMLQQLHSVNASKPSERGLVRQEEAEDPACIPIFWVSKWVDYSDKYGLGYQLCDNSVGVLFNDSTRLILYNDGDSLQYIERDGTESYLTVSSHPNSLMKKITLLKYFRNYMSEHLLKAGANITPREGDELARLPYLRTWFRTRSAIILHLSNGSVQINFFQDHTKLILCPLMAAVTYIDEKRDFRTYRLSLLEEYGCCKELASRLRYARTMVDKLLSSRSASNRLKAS
EPAC1 antagonist: blocks human EPAC1 exchange factor | AID 720709 | Potency, µM (top dose mostly 115 µM), without a hit: at the top dose activity change, negative = inhibition, usual class: inhibitors | O95398 | 0.14% of 360,000 active | EPAC1 GEF assay, Rap1b-BODIPY-GDP exchange fluorescence;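 note: potency is the fitted concentration of half-maximal effect; plate controls were vehicle for no effect and positive control for full effect; nearly all actives have a fitted effect of over 50% in size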
IL2 activator: activators of IL-2; AID 652025; activation, % (series mostly up to about 46 µM); 0.065% of 360,000 active; IL-2 activation reporter assay, cell-based qHTS; stimulated with anti-CD3/CD4/CD28 beads; in transgenic mouse T cells; in the data active = activation above about 50%; inconclusive = mostly about 30% to 49%; note: 0% is about no effect
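Unstimulated transgenic mouse T cells, 750 per well, received compound and, after 60 minutes, anti-CD3/anti-CD4 bead plus anti-CD28 stimulation. EGFP and DsRed were quantified after 18 hours.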
PI5P4Ka inh: inhibitors of human PI5P4K alpha; PI5P4Kalpha enzyme, ADP-Glo luminescence, 60 min; stronger effect = lower value; max response, %; 1.2% of 330,000 active; AID 652105; active = max response of -50% or lower; inconclusive = between -30% and -50%; inactive = -30% or higher; note: value at the top dose of about 77 µM; % is set by controls: 0 for no effect and ±100 for the full control effect
Target sequence (P48426 whole entry, looked up): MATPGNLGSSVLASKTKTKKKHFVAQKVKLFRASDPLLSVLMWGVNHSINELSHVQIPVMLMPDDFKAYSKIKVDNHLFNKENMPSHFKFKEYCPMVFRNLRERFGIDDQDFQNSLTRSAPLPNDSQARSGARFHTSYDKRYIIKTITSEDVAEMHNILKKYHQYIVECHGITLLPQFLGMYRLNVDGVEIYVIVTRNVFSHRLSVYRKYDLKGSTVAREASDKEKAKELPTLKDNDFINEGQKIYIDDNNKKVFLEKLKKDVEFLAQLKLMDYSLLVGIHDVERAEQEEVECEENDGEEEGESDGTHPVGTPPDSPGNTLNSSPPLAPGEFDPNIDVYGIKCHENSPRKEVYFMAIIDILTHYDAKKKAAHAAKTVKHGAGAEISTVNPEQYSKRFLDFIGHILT
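Quantitative HTS of the MLSMR library against PI5P4Kalpha with substrate. ATP added last at 5 microM final; room temperature, 60 minutes. Remaining ATP depleted, ADP converted and read as luminescence.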
CCT chaperon mod: changes cytosolic chaperonin activity; purified chaperonin ATPase assay, HTRF ADP detection, 30 min; AID 651819; activity change, % (test concentration not listed), hits read low; 0.3% of 360,000 active; in the data active = activity change below about -30%; note: % is set by controls: 0 for no effect and ±100 for the full control effect
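Enzyme 40 or 20 nM (batch-dependent) in Tris pH 7.4/KCl/MgCl2/DTT; cpd 76 uM single point; ATP 10 uM; 30 min 37 °C; Transcreener ADP HTRF detection, 30 min RT; ratio 665/615.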
EPAC2 agonist: activates human EPAC2 exchange factor | EPAC2 activation, biochemical qHTS; response scale: 100% = 6.5 mM cAMP response | 0.079% of 360,000 active | Q8WZA2 | Potency, µM (doses to about 154 µM), inactives show top-dose activation, hits mostly activators; note: potency is the fitted concentration of half-maximal effect; nearly all actives have a fitted effect of over 50% in size
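Each well held 100 nM EPAC2, 250 nM RAP1B-BODIPY-GDP and 50 uM GDP. Fluorescence, read at 5-min intervals to 30 min, was referenced to a 6.5 mM cAMP positive control.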
* = called active by the depositor; u = inconclusive; x = not tested or not shown; [ ] = dose if it differs, or a comment. Unless noted, calls come from the whole dose curve; as a rule, active = well fitted curve in the direction sought with a large enough effect; inconclusive = small, poorly fitted or top-dose-only effect, or another doubt; inactive = no such curve, though single readings can be large; an effect the other way counts as inactive or inconclusive. Not all compounds are listed (hit frequency here may not be typical).

A first look:
SMILES	EPAC1 ag	WRN inhibitor	PLK1 PBD block	EPAC1 antagonist	IL2 activator	PI5P4Ka inh	CCT chaperon mod	EPAC2 agonist
COc1ccc(C(=O)NC2CCN(C(=S)Nc3ccccc3)CC2)cc1	1%	-2%	-2%	-17%	-2.8	5	1.3	4%
Cc1ccc(C(=O)N/N=C/c2ccoc2)cc1C	-4%	1%	-9%	8%	-1.6	u	-3.4	12%
CCN1C(=O)c2cccc3c(NC(=O)c4ccc(S(=O)(=O)N5CCOCC5)cc4)ccc1c23	17%	-3%	-13%	3%	-2.7	2	-2.8	18%

All compounds of this part, repeating the preview:
SMILES	EPAC1 ag	WRN inhibitor	PLK1 PBD block	EPAC1 antagonist	IL2 activator	PI5P4Ka inh	CCT chaperon mod	EPAC2 agonist
COc1ccc(C(=O)NC2CCN(C(=S)Nc3ccccc3)CC2)cc1	1%	-2%	-2%	-17%	-2.8	5	1.3	4%
Cc1ccc(C(=O)N/N=C/c2ccoc2)cc1C	-4%	1%	-9%	8%	-1.6	u	-3.4	12%
CCN1C(=O)c2cccc3c(NC(=O)c4ccc(S(=O)(=O)N5CCOCC5)cc4)ccc1c23	17%	-3%	-13%	3%	-2.7	2	-2.8	18%
COCCn1c(SCC(=O)NC2CCCCC2)nnc1-c1ccncc1	8%	-1%	-2%	14%	-0.5	1	-2.6	1%
O=C(CNC(=O)c1cccs1)Nc1ncccc1O	5%	-8%	-2%	3%	0.6	7	1.0	4%
CCCCn1c(N)nc2ccccc21	-3%	-1%	-1%	3%	-1.6	x	-0.5	-5%
Cc1c(=O)n(OCc2ccccn2)c2ccccc2[n+]1[O-]	-1%	-2%	-5%	6%	3.2	-7	-2.0	7%
CC1CCc2c(sc(NC(=O)/C=C/c3cccs3)c2C(=O)O)C1 (stereo not given)	-2%	4%	-29%	18%	0.0	u	1.8	-1%
CC1CC(C)CN(CCCNC(=O)CCC(=O)N2CCOc3ccccc32)C1 (stereo not given)	-10%	2%	-1%	-26%	0.6	2	-0.2	8%
Cc1ccc(P(=O)(CC(=O)O)c2ccc(C)cc2)cc1	5%	-1%	-1%	-17%	1.7	-9	1.5	6%
COc1ccc(C(C(=O)NCC2CCCO2)N(C(=O)Cn2nnc3ccccc32)c2ccc(NC(C)=O)cc2)c(OC)c1 (stereo not given)	-1%	10%	1%	7%	-0.1	0	-1.1	-2%
O=C(NCc1ccc2c(c1)OCO2)c1ccc(C2SCC(=O)N2Cc2ccco2)cc1 (stereo not given)	-2%	u	-5%	-9%	-2.7	x	1.3	6%
CN(CC(=O)Nc1ccccc1Cl)C(=O)CSC(=S)N1CCCC1	2%	-2%	u	1%	2.1	0	0.6	0%
Cc1ccc(CO/N=C/C2=C(Cl)c3ccccc3CC2)cc1	6%	-2%	-10%	3%	-2.7	0	-1.1	12%
CC(=O)c1c(C)[nH]c(C(=O)OCC(=O)c2ccc3c(c2)NC(=O)CO3)c1C	-13%	-5%[11.6 µM]	-3%	u	-0.7	3	-0.3	-2%
Cc1cc2ccccn2c1C(=O)c1cccc(S(=O)(=O)N2CCOCC2)c1	11%	-7%[57.1 µM]	-1%	-24%	-1.8	-2	1.9	6%
CCOC(=O)N1CCC2(CC1)C(C#N)=C(N)Oc1c2sc2nc(C)cc(C)c12	15%	-17%	-2%	-1%	-2.6	x	-4.1	17%
CNc1oc(-c2ccc(C)cc2)nc1P(=O)(c1ccccc1)c1ccccc1	16%	-11%	-1%	-3%	2.2	16	1.3	-1%
CCC[C@H]1CN(Cc2cccnc2)C(=O)[C@@H]1CC(=O)Nc1ccc(Br)cc1	-11%	-2%	0%	-3%	-1.9	-1	-0.7	6%
CCCc1cc(=O)[nH]c(SCc2cccnc2)n1	-10%	-31%	-10%	11%	-2.8	2	-12	-5%
O=C(O)CCCC1(C(=O)O)CCCC1	-4%	7%	6%	1%	-0.6	-3	-0.1	2%
O=C(Cc1ccccc1F)Nc1cccc(S(=O)(=O)N2CCCCC2)c1	7%	3%	3%	-4%	-4.0	2	0.0	16%
COC(=O)c1scc(C)c1N/N=C(\C)c1ccc(F)cc1F	-21%	4%	-2%	-6%	1.2	33	0.4	4%
CCC1(C)Cc2ccccc2-c2nc(NN)[nH]c(=O)c21 (stereo not given)	-4%	2%	5%	0%	-3.5	2	-2.6	1%
Cc1nn(-c2ccc(Cl)c(Cl)c2Cl)c(=O)c2ccccc12	17%	-1%	-9%	-5%	-0.3	18	0.5	17%
COc1ccc(C2C3=C(CCCC3=O)Nc3ccc4ncccc4c32)cc1OC (stereo not given)	6%	-1%	-3%	u	-1.0	-7	1.6	3%
O=Cc1ccc(OCc2ccc3c(c2)OCO3)cc1	5%	5%	-5%	-5%	0.6	-5	-0.5	9%
Cc1cc([N+](=O)[O-])ccc1NC(=O)CCC(=O)N1CCCC1	-13%	-4%	0%	-19%	-3.1	-2	0.0	-5%
S=c1[nH]nc(Cc2ccc(Cl)cc2)o1	5%	-7%	34µM*	9%	0.0	-20	-2.6	-3%
S=C(NCC1CCCCC1)Nc1cccnc1	6%	-4%	-26%	-4%	-2.8	7	1.0	10%
O=C(O)c1ccc(CNC(=O)C23CC4CC(CC(C4)C2)C3)cc1	0%	-2%	-2%	9%	-1.0	-5	-1.5	5%
Nc1ncnc2c1ncn2[C@@H]1O[C@H](C(=O)NCc2ccc(OC(F)(F)F)cc2)[C@@H](O)[C@H]1O	6%	-7%	-2%	-7%	0.0	8	1.6	5%
COc1ccc(NC(=O)CSc2nc3c(c(-c4cccs4)c2C#N)CN(C)CC3)cc1OC	8%	-10%	u	-4%	-0.2	x	-0.2	10%
COCCNC(=O)/C(C#N)=C/c1ccc(N2CCOCC2)o1	23%	1%	85%[activator]	-1%	2.6	-1	-1.1	5%
Cc1csc(NC(CO)c2nc3ccccc3n2CCOCCO)n1 (stereo not given)	-4%	0%	-6%	10%	0.6	-1	-1.2	3%
COc1ccc(C(=O)Nn2cnnc2)cc1	13%	3%	-1%	-10%	-0.7	-1	-1.2	10%
O=S(=O)(c1ccc(F)c(Cl)c1)N1CCCC1	6%	-3%	-1%	-3%	2.0	x	-2.8	6%
N#CCCc1cccc(CCC#N)c1	-5%	-10%	-17%	9%	-2.4	-3	-1.8	12%
CCOC(=O)c1cc2c(C)[nH]c(C)c2cc(C(=O)OCC)c1=O	-11%	-3%	-19%	-13%	0.1	0	-0.5	0%
O=C(Cc1csc(NC(=O)Nc2cccc(Cl)c2)n1)NC1CCCC1	-4%	-20%	-7%	u	-0.4	-11	-2.3	-5%
CCc1nnc(NC(=O)c2cc(S(=O)(=O)N3CCCCC3)ccc2N2CCOCC2)s1	-5%	4%	-8%	u	-3.5	-1	0.5	4%
CC1CN(C2=NC(=O)/C(=C3/C(=O)N(Cc4ccc(F)cc4)c4ccccc43)S2)CC(C)O1 (stereo not given)	1%	-4%	u	-7%	6.1	-3	-1.5	-1%
CCN(CC)S(=O)(=O)c1ccc(N2CCOCC2)c(NC(=O)c2ccc3ccccc3c2)c1	1%	-17%	-13%	-19%	-0.5	3	-2.4	10%
O=C(COC(=O)CNC(=O)c1cccc(F)c1)NCCC1=CCCCC1	-5%	-1%	0%	2%	-1.4	0	0.2	0%
COc1ccc2ccccc2c1CNc1nnnn1C	7%	0%	-6%	-4%	-3.4	-8	-4.4	10%
C/C(=C\C(=O)c1ccc(Cl)cc1)NCc1ccc2c(c1)OCO2	9%	-9%	3%	0%	1.5	13	-2.1	10%
CCc1ccccc1NC(=O)CN(C)C(=O)COC(=O)c1c(Cl)cccc1Cl	-10%	2%	-2%	-14%	1.0	11	0.5	1%
Cc1ccccc1OCCCC(=O)Nc1ccc(Br)cc1	-8%	5%	2%	6%	0.8	9	-2.8	-19%
Cc1nc(Cl)c2c(n1)N(CC(N)=O)C(=O)CO2	-7%	-2%	-9%	-10%	-1.7	0	-1.6	0%
CC(C)=CCC/C(C)=C/CNC(=O)C[C@H]1C[C@H](C(=O)N2CCOCC2)[C@@]2(C)c3[nH]c4cc(CCC(=O)N(C)C)ccc4c3CCN2C1=O	-13%	-6%	-5%	-7%	-0.6	0	2.1	-5%

Further compounds follow:
SMILES	EPAC1 ag	WRN inhibitor	PLK1 PBD block	EPAC1 antagonist	IL2 activator	PI5P4Ka inh	CCT chaperon mod	EPAC2 agonist
O=C1C2C3c4ccccc4C(c4ccccc43)C2C(=O)N1c1cccc2cccnc12 (stereo not given)	5%	1%	-2%	-29%	-1.2	4	0.5	1%
O=S(=O)(NNC(=S)NCC1CCCO1)c1cc(Cl)ccc1Cl (stereo not given)	7%	-23%	u	-11%	-0.8	-6	-3.0	5%
CCOc1ccc(N/C(=N/c2nc(C)cc(C)n2)NC(C)=O)cc1	-9%	14%	-5%	5%	-1.4	6	1.8	2%
Nc1nc(SCC(=O)NC2CCCc3ccccc32)n[nH]1 (stereo not given)	-2%	-4%	-4%	-10%	-0.1	1	0.4	-4%
CCn1cc(CNC(=O)CCSc2nc(-c3ccco3)cc(C(F)(F)F)n2)cn1	-9%	2%	-7%	-3%	-1.9	x	1.3	-5%
O=C(NC1CCCC1)C(c1ccncc1)N(Cc1ccco1)C(=O)c1ccc(-c2ccccc2)[nH]1 (stereo not given)	9%	-8%	-22%	-16%	-0.7	-3	1.0	29%
Cc1cc(Cl)ccc1OCC(=O)NCCCn1ccnc1	0%	4%	-15%	-1%	2.2	11	-2.2	-7%
COc1ccc(/C=C/C(=O)Oc2cc(C)[nH]c(=O)c2[N+](=O)[O-])cc1OC	1%	0%	-4%	-15%	-1.9	4	-2.0	15%
Cc1ccc(C(=O)Nc2c(-c3ccccc3)[nH][nH]c2=O)cc1	-6%	0%	24µM*	-15%	1.3	1	x	-4%
CCCCc1cc(=O)oc2cc(C)cc(OCC(=O)NCCN3CCOCC3)c12	4%	-5%	-8%	-4%	2.7	4	2.9	6%
CS(=O)(=O)Nc1ccc2[nH]c(=O)[nH]c2c1	-2%	2%	-3%	-3%	-0.2	1	-1.1	0%
Cc1ccc(-c2ccc(C(=O)NCc3ccc(Cl)cc3)o2)c2ccccc12	-6%	-14%	u	-18%	0.3	-19	-1.9	12%
CSc1nc(SCC(=O)NCc2ccco2)c2c3c(sc2n1)CN(C)CC3	1%	-23%	-14%	-12%	0.6	-4	-1.0	-3%
CCN(CC)S(=O)(=O)c1ccc(C2CNC(=O)C2)cc1 (stereo not given)	-1%	2%	-6%	-29%	-0.8	-7	-0.1	9%
COC(=O)c1ccc(CN2CCC(n3nccc3NC(=O)C3CCCC3)CC2)cc1	6%	-21%	4%	11%	-4.1	2	0.1	3%
